# Assay outcomes: PubChem BioAssay, several laboratories
# WT yeast gro inh: growth inhibition of WT yeast, mitochondrial fusion screen; inhibition, % at 10 µM; 190,000 tested, 2.1% active; mitochondrial fusion phenotypic screen, WT strain; in the data active = inhibition above about 58%; tested in S. cerevisiae
# UTI89 phage lysis: inhibition of K1F phage lysis, E. coli UTI89, bacterial capsule biogenesis inhibitors, alamar blue (AID 488966); 340,000 tested, 0.02% active; E. coli UTI89 K1F phage lysis, alamar blue, 2 h; higher % means a stronger effect; one-dose inhibition, % at 100 µM; IC50 in µM for titrated hits;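 active = phage lysis inhibition, versus mean bacterial control, above a set limit; inconclusive = no clear call, values can overlap the other calls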;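 also: capsule biogenesis inhibitors block K1F phage lysis so surviving cells raise fluorescence; higher fluorescence means more inhibition of phage lysis; actives were called in the ten point dose series up to 300 µM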
# XIAP displacement: XIAP antagonists, biochemical, IAP family, fluorescence polarization (AID 1018); XIAP BIR domain, fluorescence polarization peptide displacement; higher % means a stronger effect; displacement, % at 20 µM; hits with a dose series show IC50 in µM; 200,000 tested, 0.007% active; in the data active = displacement above about 50%; also: a part of the inactive calls stands beside numbers as strong as those of hits
# NS5 inhibitors: Dengue-2 NS5 methyltransferase inhibitors, primary screen, biochemical, confirmation dose response (AID 588689); inhibition, % at 25 µM, or IC50 in µM where a hit was titrated; 340,000 tested, 0.3% active; Dengue-2 NS5 methyltransferase capping enzyme assay, biochemical; higher % means a stronger effect; in the data active = a potency from the dose series; inconclusive = inhibition above about 29% without an active follow-up result
# Large T inhibition: TAg ATPase/helicase activity blockers – biochemical (AID 1903). 310,000 tested, 0.39% active. one-dose inhibition, % at 20 µM; IC50 in µM for titrated hits. SV40 large T antigen ATPase/helicase inhibition assay; higher % means a stronger effect; in the data active = a potency from the dose series; inconclusive = inhibition mostly from about 32% at the one dose, without a potency; inactive = the rest, 99 in 100 with inhibition below about 32%; also: strong numbers were not always called active
# West Nile antiviral: inhibition of WNV-induced cytopathic effect – cell-based, CPE readout (AID 1621). one-dose CPE inhibition, % at 10 µM; IC50 in µM for titrated hits. West Nile virus-infected cells, CPE inhibition; higher % means a stronger effect. 290,000 tested, 0.02% active; in the data active = a potency from the dose series; inconclusive = CPE inhibition mostly from about 3.7% at the one dose, without a potency; inactive = the rest, 99 in 100 with CPE inhibition below about 2.2%; also: strong numbers were not always called active
# CSM14.1 death rescue: rescue of cells from ER stress-induced death, primary screen, 384-well, CSM14.1, thapsigargin, ATP luminescence (AID 1222); 190,000 tested, under 10 active; CSM14.1 thapsigargin-induced death rescue, ATP luminescence; higher % means a stronger effect; cellular ATP content (survival), % at 20 µM, or EC50 in µM where a hit was titrated;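 active = EC50 below 50 µM in the dose-response confirmation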;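 also: death triggered by thapsigargin at about 15 µM added after 2 h compound pretreatment; cell ATP read after overnight thapsigargin exposure of roughly 18 to 22 hours; normalized against plate controls of thapsigargin alone and 5% DMSO vehicle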
# RSV antiviral HEp-2: inhibition of RSV-induced cytopathic effect – HEp-2 cells, primary 10 µM value included (AID 2391); 310,000 tested, 0.13% active; HEp-2 cells, RSV-induced CPE inhibition; higher % means a stronger effect; one-dose CPE inhibition, % at 10 µM; IC50 in µM for titrated hits; in the data active = a potency from the dose series; inconclusive = CPE inhibition mostly from about 23% at the one dose, without a potency; inactive = the rest, 99 in 100 with CPE inhibition below about 21%; also: strong numbers were not always called active
# Yfh1-off respiration: mitochondrial function rescue without frataxin homolog – Friedreich's ataxia, plus single-dose screen, dose response (AID 1465); 220,000 tested, 0.074% active; fold induction at 50 µM; hits with a dose series show EC50 in µM; S. cerevisiae Yfh1-off respiration, WST-1 reduction, 72 h; higher fold induction means a stronger effect;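 active = fold induction of absorbance versus untreated yeast above a set limit, then at least 30% activation at any dose in follow-up; inconclusive = repeats straddling the limit, or above it without dose testing; inactive = fold induction below the set limit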;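 also: activators that raise dye reduction in frataxin-depleted yeast; strong numbers were not always called active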
# WT yeast gro inh mutant strain: also measured in WT yeast gro inh; calls as there; inhibition, %; mitochondrial fusion phenotypic screen, mutant strain inhibition
# * marks the source's active call; other numbers are inactive results; i = inactive; ? = inconclusive; . = not tested or not shown; [ ] = another dose, or the depositor's remark.
# Under each structure – XIAP displacement | Yfh1-off respiration | RSV antiviral HEp-2 | WT yeast gro inh | UTI89 phage lysis | West Nile antiviral | CSM14.1 death rescue | NS5 inhibitors | Large T inhibition | WT yeast gro inh mutant strain
Cc1ccc(CNC(=O)CN(C)S(=O)(=O)c2cnc[nH]2)cc1
→ -3.0% | i | -0.1% | 5 | 0.1% | 0.1% | 2.3% | -3% | 1% | 6
COc1ccc(NC(=O)C2CCC(CNS(=O)(=O)c3cccs3)CC2)cc1 (stereo not drawn)
→ -14% | i | -0.9% | 5 | -0.1% | 0.1% | -0.2% | . | 13% | 7
CC1CCC(=NNC(=O)Cc2cccn2C)CC1 (stereo not drawn)
→ -1.8% | i | 1.0% | -22 | -0.2% | -0.3% | 0.0% | . | 21% | -6
COc1cc(C(=O)NC2CCN(Cc3nnnn3Cc3ccc(F)cc3)CC2)cc(OC)c1OC
→ -9.6% | i | -2.1% | -4 | 1.9% | -1.0% | -1.4% | 1% | 1% | -2
CCN1CCCC(OC(=O)c2cc(-c3ccc(C)cc3)nc3ccccc23)C1 (stereo not drawn)
→ -4.5% | i | -0.2% | 30 | 0.4% | -0.8% | -4.4% | -7% | 6% | 24
COc1ccc(C(C(=O)NCC2CCCO2)N(C(=O)CNC(=O)c2ccco2)c2cc(C)ccc2C)cc1OC (stereo not drawn)
→ . | . | 21% | . | -0.5% | 1.2% | . | -5% | -3% | .
N#Cc1c(-c2ccccc2F)cc(-c2cccnc2)nc1N
→ -13% | i | 0.5% | -4 | 2.3% | 0.2% | 11% | -4% | 6% | 1
COCc1[nH]c(=S)[nH]c(=O)c1C
→ . | i | 1.6% | . | 3.4% | -0.1% | . | -7% | 6% | .
Cn1nc(C(F)(F)F)cc1-c1ccc(S(N)(=O)=O)s1
→ . | i | . | . | 0.0% | 0.5% | . | -2% | 3% | .
COc1cc(CNCCN2CCOCC2)ccc1OCc1ccc(Cl)cc1
→ -5.1% | i | -4.0% | 3 | 0.4% | 1.1% | -1.1% | 5% | -1% | 4
CC(=O)Nc1ccc(S(=O)(=O)N2CCN(CCc3ccccc3)CC2)cc1
→ . | . | 0.1% | . | -0.1% | -1.0% | . | -10% | 6% | .
Cc1csc(N(C(=O)c2cccc(S(=O)(=O)N(C)C)c2)c2ccccc2)n1
→ -7.9% | i | 2.8% | 0 | 3.4% | -0.8% | -1.9% | -1% | 2% | -5
O=C(COC(=O)CNS(=O)(=O)/C=C/c1ccccc1)NC1CCS(=O)(=O)C1 (stereo not drawn)
→ -3.3% | i | -1.2% | -15 | 1.3% | -0.1% | -0.2% | -2% | 0% | -4
O=C(O)c1cccnc1Br
→ -5.5% | i | 1.4% | 3 | 0.2% | 0.3% | 0.4% | 1% | 11% | 0
CCn1nc(C)c(CCC(=O)O)c1C
→ -6.4% | i | 1.8% | 2 | -3.3% | 0.9% | -1.0% | 2% | 9% | -7
COc1ccccc1C(CCNCc1ccccc1)c1ccc(OC(C)C)cc1 (stereo not drawn)
→ . | . | 6.4% | . | 0.2% | -2.7% | . | -5% | -30% | .
COc1ccc(S(=O)(=O)N2CCOCC2)cc1NC(=O)c1ccccc1-c1ccc(C(F)(F)F)cc1
→ -11% | i | 3.0% | 0 | 1.2% | 1.4% | -2.9% | 9% | 11% | 0
COC(=O)c1ccc(NC(=O)Nc2ccc(F)c(Cl)c2)cc1
→ -7.2% | i | 1.9% | 62* | 3.1% | -1.0% | -0.1% | -18% | 7% | 7.5*
CCCCC1=CC2=CC(=O)C(C)(OC(=O)CC)C(=O)C2=CN1CCCOC(C)C (stereo not drawn)
→ . | i | 1.3% | . | 1.5% | -0.1% | . | 19% | 17% | .
COc1ccc2nc(NC(=O)CCNC(=O)c3ccccc3Cl)sc2c1
→ -5.6% | i | -2.6% | 12 | 0.5% | -0.2% | -0.4% | 1% | -4% | -3
Cc1cccc(NC(=O)CSc2n[nH]c(-c3cccnc3)n2)c1
→ . | . | 3.2% | . | 1.1% | -0.4% | . | -13% | 0% | .
O=C(CCc1nc(-c2ccccc2F)no1)NCCN1CCc2ccccc2C1
→ -0.6% | i | 2.3% | -7 | 6.3% | -0.3% | -0.7% | -2% | 0% | -7
Cc1nc(C)c(-c2ccn(C(=O)NC(C)C)n2)s1
→ . | i | 0.8% | . | 1.7% | 0.2% | . | -8% | 6% | .
CN(CC(=O)Nc1ccc(F)cc1)C(=O)CSc1nncs1
→ . | . | 0.1% | . | 0.7%[50 µM] | -0.1% | . | -3% | 11% | .
O=C(NNC(=O)C1CCN(S(=O)(=O)c2ccc(Cl)cc2)CC1)c1ccccc1O
→ . | . | -1.9% | . | -1.5% | . | . | 5% | 8% | .
CCCCNC(=O)C1CC(=O)N(C2CCCC2)C1 (stereo not drawn)
→ -6.2% | i | 0.9% | -1 | 3.8% | 0.1% | -0.8% | -5% | 27% | 17
CS(=O)(=O)c1ccc(C(=O)OCC(=O)Nc2cccc(S(=O)(=O)N3CCCC3)c2)cc1
→ . | . | 1.8% | . | 1.3%[50 µM] | . | . | 7% | 10% | .
Cc1ccc(C(=O)Nc2ccccc2N2CCCCC2)cc1
→ . | . | 8.4% | . | -0.1% | -0.7% | . | -2% | 6% | .
Cc1noc(C)c1COc1ccccc1C(=O)NNC(=O)c1ccccc1
→ . | . | 1.1% | . | 1.0%[50 µM] | . | . | -10% | 9% | .
O=C(C1CC1)N1CCc2cc(S(=O)(=O)N3CCCc4ccccc43)ccc21
→ -3.2% | i | 4.3% | 5 | 2.8% | -0.2% | -0.8% | 8% | 0% | -10
CCC(C)C(=O)Nc1nc(C)c(-c2csc(Nc3cc(Cl)ccc3OC)n2)s1 (stereo not drawn)
→ -3.8% | i | 1.3% | 24 | 1.1% | 0.4% | -0.4% | -13% | 17% | 14
COc1cccc(C(=O)N(CN2CCCC2=O)c2cccc(Cl)c2)c1
→ -0.7% | i | -0.3% | 13 | -0.1% | -0.9% | 3.5% | -1% | 6% | -6
O=C(Nc1cccc([N+](=O)[O-])c1)N1CCN(c2ccccc2)CC1
→ -12% | i | 12% | 3 | -0.1% | -1.7% | -2.3% | 5% | 16% | 2
O=C(NCC(c1cccs1)N1CCOCC1)c1ccc(Cl)s1 (stereo not drawn)
→ -3.9% | i | -2.5% | -10 | i | 2.9% | 1.6% | -4% | 15% | -2
Cc1ccc(NC(=O)CCn2cccc2)cc1C
→ -4.5% | i | 1.1% | 3 | 0.2% | -0.3% | -1.5% | -3% | 9% | -5
COCCn1c(SCC(=O)NC2CC2)nnc1-c1ccco1
→ . | . | -0.2% | . | 0.4% | -0.4% | . | -9% | -1% | .
O=C(Nc1nc(-c2cccnc2)cs1)c1cccc([N+](=O)[O-])c1
→ -3.8% | i | 2.1% | 3 | 1.2% | -0.1% | -1.0% | 2% | 16% | -6
O=C(c1ccco1)N1CCN(S(=O)(=O)c2ccc3c(c2)CCN3C(=O)C2CC2)CC1
→ -4.9% | i | 10% | 31 | 0.6% | -0.5% | -1.2% | -4% | 0% | 23
O=S(=O)(c1ccc(F)cc1)N1CCN(c2ncccn2)CC1
→ . | i | -0.3% | . | 0.4% | 0.1% | . | -8% | 7% | .
COc1ccc(NC(=O)N2C3CCCC2CC(NC(=O)c2ccccc2)C3)cc1 (stereo not drawn)
→ . | . | 0.3% | . | 0.3% | -0.2% | . | -11% | 10% | .
Fc1ccc(Cn2nnnc2CN2CCN(C3CCCC3)CC2)cc1
→ -0.3% | i | -0.2% | 7 | 0.7% | 0.1% | -2.7% | -1% | 15% | -21
Cc1c(C(=O)Nc2cccc(-c3nnc4n3CCCCC4)c2)oc2ccccc12
→ -7.1% | i | 3.1% | 2 | -0.3%[50 µM] | -0.4% | -1.3% | -5% | 10% | 0
O=C1NC2(C=Cc3c(ccc4ccccc34)O2)Oc2ccccc21 (stereo not drawn)
→ -2.9% | i | ? | -4 | 0.1% | -0.4% | 0.9% | -7% | 9% | 1
CCOC(=O)C1CCN(C(=O)COC(=O)c2nn(C)c(=O)c3ccccc23)CC1
→ . | . | -0.4% | . | 2.1%[50 µM] | . | . | -5% | 9% | .
Cc1ccc(Nc2nc(N)c([N+](=O)[O-])c(N3CCC(C)CC3)n2)cc1C
→ -1.2% | i | 4.0% | 95* | 0.3% | -0.8% | -0.9% | 3% | 6% | 68*

# Record cards, as listed above. Order of screens: XIAP displacement	Yfh1-off respiration	RSV antiviral HEp-2	WT yeast gro inh	UTI89 phage lysis	West Nile antiviral	CSM14.1 death rescue	NS5 inhibitors	Large T inhibition	WT yeast gro inh mutant strain
# `Cc1ccc(C(=O)Nc2ccccc2N2CCCCC2)cc1` as listed: .	.	8.4%	.	-0.1%	-0.7%	.	-2%	6%	.
# `COc1cc(C(=O)NC2CCN(Cc3nnnn3Cc3ccc(F)cc3)CC2)cc(OC)c1OC` as listed: -9.6%	i	-2.1%	-4	1.9%	-1.0%	-1.4%	1%	1%	-2
# `Cc1c(C(=O)Nc2cccc(-c3nnc4n3CCCCC4)c2)oc2ccccc12` as listed: -7.1%	i	3.1%	2	-0.3%[50 µM]	-0.4%	-1.3%	-5%	10%	0
# `CS(=O)(=O)c1ccc(C(=O)OCC(=O)Nc2cccc(S(=O)(=O)N3CCCC3)c2)cc1` as listed: .	.	1.8%	.	1.3%[50 µM]	.	.	7%	10%	.

# Next compounds follow.
# Under each structure – XIAP displacement | Yfh1-off respiration | RSV antiviral HEp-2 | WT yeast gro inh | UTI89 phage lysis | West Nile antiviral | CSM14.1 death rescue | NS5 inhibitors | Large T inhibition | WT yeast gro inh mutant strain
O=C(NCc1ccccc1)NCc1cccs1
→ -7.7% | i | 1.6% | 17 | -0.8% | -0.2% | 0.8% | -1% | 21% | 4
Cc1cc(C)cc(CSCC(=O)N/N=C/c2ccc(OCC(=O)NCc3ccco3)cc2)c1
→ -5.0% | i | 9.1% | 6 | 5.0% | 1.4% | 15% | 0% | 11% | 16
Cc1cccc(C(=O)O/N=C(\N)Cc2cccc3ccccc23)c1
→ . | . | 9.2% | . | -0.4%[50 µM] | -1.0% | . | -3% | 12% | .
CCOc1cc(NC(=O)CCl)c(OCC)cc1NC(=O)CCl
→ . | i | 0.3% | . | 0.0% | -0.9% | . | 0% | 13% | .
COc1ccccc1CNC(=O)CSc1nc2ccccc2c(=O)n1CCCN1CCOCC1
→ -2.9% | i | 0.2% | 2 | 0.0% | -0.8% | -0.4% | 0% | 4% | 9
Cc1ccc(CNc2nc3ccccc3s2)s1
→ -2.1% | i | 0.6% | -6 | 0.1% | 0.3% | -5.0% | . | -2% | -21
Cc1ccc(-n2ncc(C(=O)Nc3cc(Cl)ccc3C)c2C2CCNCC2)cc1C
→ -3.6% | i | -1.1% | 5 | 0.4% | 0.8% | -2.1% | -12% | 4% | 8
CC(=O)Nc1ccc(NC(=O)CSc2nnc(-c3ccco3)o2)cc1
→ -8.0% | i | 0.3% | -3 | 1.1% | -0.6% | -0.2% | -7% | 0% | -15
COC(=O)c1ccccc1NC(=O)/C=N/O
→ -4.2% | . | 2.4% | 8 | -2.5% | . | 5.3% | 0% | -6% | 5
